mIAP block: blocks mouse intestinal alkaline phosphatase | AID 2806 | 330,000 compounds, 0.2% hits | inhibition, % at 10 µM | purified mouse IAP, CDP-Star luminescence, 30 min;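 active = inhibition of at least 40% at 10 µM in the primary screen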;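 also: plate controls were DMSO with enzyme for no effect and no enzyme wells for full effect; values of inactives mirror those of a sister screen read the other way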
tim10-1 inh: inhibits growth of tim10-1 mutant yeast. 330,000 compounds, 2.2% hits. S. cerevisiae tim10-1 ts strain growth, BacTiter-Glo, 24 h. inhibition, % at 20 µM. AID 463190;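 active = inhibition of at least 40%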;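 also: mutant grown at 25 °C; 0% = DMSO wells with yeast and 100% = wells holding no yeast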
APOBEC3A inh: human APOBEC3A DNA deaminase inhibition; recombinant A3A, FAM/TAMRA ssDNA deamination fluorescence; 330,000 compounds, 0.41% hits; inhibition, % at 20 µM;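 active = at least 40% inhibition at 20 µM here, with at most 30% in a related deaminase screen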;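 also: plate controls were A3A with DMSO for no effect and wells lacking A3A enzyme for full effect; some results filed as inactive read as strong as hits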
Target sequence (P31941 whole entry, looked up): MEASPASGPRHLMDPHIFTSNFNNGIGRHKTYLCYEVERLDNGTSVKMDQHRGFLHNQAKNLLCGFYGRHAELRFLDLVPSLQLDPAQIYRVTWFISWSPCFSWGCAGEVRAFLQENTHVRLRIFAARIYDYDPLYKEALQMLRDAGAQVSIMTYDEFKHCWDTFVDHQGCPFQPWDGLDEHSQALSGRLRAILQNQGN
TIM10 inh: inhibits growth of TIM10 yeast strain. S. cerevisiae TIM10 strain growth, BacTiter-Glo luminescence, 24 h. inhibition, % at 10 µM. 330,000 compounds, 1.4% hits;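 active = inhibition of 40% or more at the single tested concentration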;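 also: wild-type TIM10 isogenic control strain grown at permissive 25 °C; 0% = DMSO yeast wells and 100% = minimal medium wells without yeast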
A3G deaminase: APOBEC3G (human) deaminase inhibition | Q9HC16 | 330,000 compounds, 0.28% hits | recombinant A3G, ssDNA deamination FAM/TAMRA fluorescence | inhibition, % at 20 µM | AID 493012;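 active = inhibition of at least 40% at 20 µM, with no more than 30% in the related APOBEC3A deaminase screen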;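 also: plate controls were DMSO wells with A3G for no effect and wells lacking A3G enzyme for full effect; some compounds called inactive have numbers as strong as hits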
Target sequence (Q9HC16 whole entry, looked up): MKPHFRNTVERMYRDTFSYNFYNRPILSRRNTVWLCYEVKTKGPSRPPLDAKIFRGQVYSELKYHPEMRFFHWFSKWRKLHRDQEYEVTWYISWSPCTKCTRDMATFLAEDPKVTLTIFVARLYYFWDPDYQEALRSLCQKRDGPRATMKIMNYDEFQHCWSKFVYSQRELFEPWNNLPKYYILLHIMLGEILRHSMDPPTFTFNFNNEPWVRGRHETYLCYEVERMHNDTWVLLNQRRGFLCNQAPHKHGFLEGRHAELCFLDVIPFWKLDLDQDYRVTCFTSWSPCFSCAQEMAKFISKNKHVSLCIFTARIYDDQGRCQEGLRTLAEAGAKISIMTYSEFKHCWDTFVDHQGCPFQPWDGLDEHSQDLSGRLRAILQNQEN
mIAP activ: increases mouse intestinal alkaline phosphatase activity. activation factor at 10 µM. 330,000 compounds, 0.24% hits. muIAP, CDP-Star luminescence, 30 min; hits give high values; 1 = vehicle-only enzyme signal, 0 = enzyme-free wells;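 active = activation factor of at least 2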; also: the source names both 10 and 20 µM as test concentration; values of inactives mirror those of a sister screen read the other way
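Assay system: mouse IAP enzyme; Reagent: CDP-Star chemiluminescent phosphatase substrate; Compound: DMSO-dissolved test compounds; Incubation: 30 min, room temperature; Technique: luminescence from enzymatic CDP-Star hydrolysis; Controls: DMSO-only wells and no-enzyme negative control.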
NLRP3 yeast inh: blocks the NALP3 inflammasome reconstituted in yeast | Yeast reconstituted NLRP3/ASC/caspase-1, beta-gal luminescence, 24 h | inhibition, % at 10 µM | 330,000 compounds, 0.39% hits | AID 2825;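 active = inhibition of 50% or more; inactive = inhibition below 50%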;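 also: plate controls were induced DMSO wells for no effect and uninduced yeast grown without galactose for full effect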
MIN6 prolif: induces beta-cell replication in MIN6 cells; AID 2380; 330,000 compounds, 0.29% hits; proliferation, % at 10 µM; MIN6 cells proliferation, ATPlite luminescence, 48 h; cells starved in 0.2% serum; 100% = growth in 10% serum;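 active = compounds whose signal lies at least 3.5 SD above the mean of all wells on their plate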;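 also: 0% = DMSO-treated cells in low-serum medium and 100% = 10% serum control; some compounds called inactive have numbers as strong as hits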
hIAP inh: human IAP inhibition | P09923 | purified IAP, CDP-Star luminescence, 30 min | inhibition, % at 10 µM | 330,000 compounds, 0.12% hits;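 active = inhibition reaching a set limit with compound at 10 µM in the primary screen, cut at about 35% in these data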;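 also: plate controls were DMSO wells with enzyme for no effect and no-enzyme buffer wells for full effect; values of inactives mirror those of a sister screen read the other way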
Numbers without * were called inactive; / = no result given.

1	O=C(Nc1ccc(Cl)cc1)Nc1nc(-c2ccccc2O)cs1
2	CN(C)CCCNc1oc(-c2ccc(Cl)cc2)nc1S(=O)(=O)c1ccccc1
3	Cc1ccc(-c2nc(C#N)c(NCc3ccco3)o2)cc1
4	COc1ccc(-c2nc(Cn3c(SCc4cccc(F)c4)nc4ccncc43)c(C)o2)cc1OC
5	O=C(Nc1ccccn1)NC1CCCCC1
6	c1ccc(-c2nc(CSc3n[nH]c(-c4cccs4)n3)cs2)cc1
7	O=C(COc1ccccc1Cl)NCCCNC(=O)c1cccnc1
8	CN(C)C1=NCC(CSC(=N)N)S1 (stereo not given)

compound no.	1	2	3	4	5	6	7	8
mIAP block	5	-3	4	-8	11	8	1	2
tim10-1 inh	-10	-17	25	2	5	42*	11	5
APOBEC3A inh	6	-3	-1	-2	4	3	-2	2
TIM10 inh	2	4	1	3	-5	37	-6	8
A3G deaminase	1	-8	-2	-4	1	-2	-7	-2
mIAP activ	0.95	1	0.96	1.1	0.89	0.92	0.99	0.98
NLRP3 yeast inh	10	20	37	7	8	27	17	24
MIN6 prolif	-6	-6	-2	-3	-1	-3	-3	-2
hIAP inh	-38	-3	21	5	-1	-7	0	9

9	CC(c1ccccc1C(O)(c1ccccc1)c1ccccc1)N(C)C (stereo not given)
10	CCOc1ccc(-c2noc(COC)n2)cc1OC
11	CC(C)CC1=NC(C(F)(F)F)(C(F)(F)F)c2c(n(CC(C)C)c(=O)[nH]c2=O)N1
12	N#Cc1ccc(N/N=C/c2ccccc2)c([N+](=O)[O-])c1
13	CN(C)S(=O)(=O)c1cccc(NC(=O)c2cc(-c3cccs3)nn2-c2ccccc2)c1
14	COc1ccc(NC(=O)c2ccc(CNc3c(NC4CCCCC4)c(=O)c3=O)cc2)cc1OC
15	Cn1cnnc1SCC(=O)Nc1ccccc1C(=O)NC1CCCC1
16	CN(C)c1cc[n+](CC(=O)Nc2ccc(Oc3ccccc3)cc2)cc1

compound no.	9	10	11	12	13	14	15	16
mIAP block	0	-3	-1	5	-12	-26	-4	1
tim10-1 inh	22	8	10	4	-6	-7	-3	28
APOBEC3A inh	-3	-4	4	2	-3	-4	1	-3
TIM10 inh	17	-1	2	-5	4	7	-3	29
A3G deaminase	-4	-6	2	0	-4	-6	-3	-6
mIAP activ	1	1	1	0.95	1.1	1.3	1	0.99
NLRP3 yeast inh	3	10	9	-14	16	2	-6	8
MIN6 prolif	-3	0	6.6*	-4	-1	-3	1	-6
hIAP inh	10	13	2	14	14	-10	5	4

From entry 15 to 16, as listed above:
15	Cn1cnnc1SCC(=O)Nc1ccccc1C(=O)NC1CCCC1
16	CN(C)c1cc[n+](CC(=O)Nc2ccc(Oc3ccccc3)cc2)cc1

compound no.	15	16
mIAP block	-4	1
tim10-1 inh	-3	28
APOBEC3A inh	1	-3
TIM10 inh	-3	29
A3G deaminase	-3	-6
mIAP activ	1	0.99
NLRP3 yeast inh	-6	8
MIN6 prolif	1	-6
hIAP inh	5	4

Additional compounds:
17	Cc1ccc(S(=O)(=O)N(CC(=O)N2CCC(C(N)=O)CC2)Cc2ccc(F)cc2)cc1
18	CCn1c(SCC(=O)Nc2ccc(C(C)=O)cc2)nc2ccccc21
19	Cc1c(C(=O)OCC(=O)NCCc2ccc(S(N)(=O)=O)cc2)oc2ccccc12
20	COc1ccc2c(c1)-c1ccccc1S(=O)(=O)N(C)C2
21	O=C(Nc1nnc(C2=COCCO2)o1)c1cccc([N+](=O)[O-])c1
22	Oc1ccc(N2CCN(c3nnnn3-c3ccccc3)CC2)cc1
23	Cc1cc(C(=O)Nc2ccc(Cl)cc2)on1
24	Cc1cccc(-c2c3c(=O)n(C)c(=O)n(C)c3cn2CC2CCCO2)c1 (stereo not given)

compound no.	17	18	19	20	21	22	23	24
mIAP block	-1	2	-3	-2	2	-1	1	1
tim10-1 inh	19	2	-10	9	-15	19	-9	2
APOBEC3A inh	-4	-1	2	2	1	0	-4	-7
TIM10 inh	16	3	-16	-9	12	12	10	11
A3G deaminase	-8	-10	-5	3	-2	21	-10	-8
mIAP activ	1	0.98	1	1	0.98	1	0.99	0.99
NLRP3 yeast inh	4	-8	12	/	7	11	9	22
MIN6 prolif	-2	8	-2	/	0	-3	-2	-5
hIAP inh	7	-6	2	/	-5	-3	-4	13

25	O=C(O)CNS(=O)(=O)c1ccc2[nH]c(=O)c(=O)[nH]c2c1
26	CNC(=O)C1CC(=O)N(c2ccc(OCC(=O)NCc3ccccc3)cc2)C1 (stereo not given)
27	O=C1NN(c2ccccc2)C(=O)/C1=C\c1coc2ccc(O)cc2c1=O
28	O=C(OCC1CC(c2ccccn2)=NO1)c1ccc(Br)cc1 (stereo not given)
29	COc1cccc(-n2cnc3sc(-c4ccccc4)cc3c2=O)c1
30	N#C/C(=N\Nc1ccc([N+](=O)[O-])cc1)C(=N)N1CCOCC1
31	CCOc1cc(/C=N/NC(=O)c2ccccc2OCc2ccc(F)cc2)ccc1O
32	O=C(CNC(=O)c1ccccc1F)NCCCN1CCCC1=O

compound no.	25	26	27	28	29	30	31	32
mIAP block	2	-5	1	2	2	-1	-4	3
tim10-1 inh	4	-8	-32	19	0	6	23	-13
APOBEC3A inh	-6	-4	14	1	2	3	2	-1
TIM10 inh	0	-3	-33	15	-26	2	-26	-1
A3G deaminase	-4	1	5	1	-6	10	-2	-1
mIAP activ	0.98	1.1	0.99	0.98	0.98	1	1	0.97
NLRP3 yeast inh	0	-5	12	9	10	12	-1	0
MIN6 prolif	2	0	-5	0	-2	-2	-2	9
hIAP inh	0	10	-2	7	-2	1	-9	18

33	Cc1c(C(=O)Nc2ccccc2)c2ccc(C(F)(F)F)cc2n1O
34	CCOC(=O)C1(C)NC(c2ccc(N(C)C)cc2)C2C(=O)N(c3ccc(OC)cc3)C(=O)C21 (stereo not given)
35	Cc1onc(-c2c(F)cccc2Cl)c1C(=O)Nc1sc2c(c1C#N)CCC(C(C)(C)C)C2 (stereo not given)
36	O=C1CC(c2cc(Br)ccc2F)c2cc3c(cc2N1)CCC3 (stereo not given)
37	CCOC(=O)Cn1c(-c2ccccn2)nc2ccccc21
38	Fc1ccc(-c2csc(-c3ccc(C4SCCS4)cc3)n2)cc1F
39	COc1ccc2cc(C(N)=O)c(=Nc3ccc(C)cc3)oc2c1
40	COc1ccc(-c2csc(NC(=O)c3cc(C)on3)c2C#N)cc1OC

compound no.	33	34	35	36	37	38	39	40
mIAP block	-4	1	22	-2	-6	7	5	11
tim10-1 inh	10	13	13	38	-2	1	5	-6
APOBEC3A inh	-5	1	1	-1	-1	-5	3	-2
TIM10 inh	7	16	-6	25	8	-2	9	0
A3G deaminase	-8	1	-1	-7	-5	-8	-5	-7
mIAP activ	1	0.99	0.78	1	1.1	0.93	0.95	0.89
NLRP3 yeast inh	3	10	21	25	19	5	22	13
MIN6 prolif	3	-1	-5	-5	-1	-3	4	1
hIAP inh	-8	13	0	25	0	8	12	7

41	O=C(Nc1ccccc1)NC1(C(=O)N2CCN(C(=O)c3ccco3)CC2)CCCCC1
42	O=C(c1cc(-c2ccccc2)on1)N1CCN(c2ccccc2)CC1
43	CC(C)C(=O)Nc1cc(S(=O)(=O)N2CCOCC2)ccc1N1CCCCC1
44	OCc1ccccc1N=Cc1cccnc1
45	COc1ccc(C2CC(=O)c3c(O)cc(O)cc3O2)c(CC=C(C)C)c1OC (stereo not given)
46	O=C1NC(=Nc2ccccc2)/C(=C/c2ccco2)S1
47	Cc1ccc(S(=O)(=O)C2(C(=O)Nc3nccs3)CC2)cc1
48	CCNC(=S)N1CCN(CCN=CC2=C(O)CC(C)(C)CC2=O)CC1

compound no.	41	42	43	44	45	46	47	48
mIAP block	-16	2	4	-4	5	28	1	1
tim10-1 inh	3	7	23	-17	38	7	17	-11
APOBEC3A inh	1	1	-1	-6	1	8	1	4
TIM10 inh	6	8	5	13	3	-9	0	2
A3G deaminase	-1	0	1	-10	4	4	1	-4
mIAP activ	1.2	0.98	0.96	1	0.95	0.71	0.99	0.99
NLRP3 yeast inh	16	36	15	-1	22	13	29	11
MIN6 prolif	0	-1	0	-4	-4	-4	-3	0
hIAP inh	-4	-14	4	10	0	2	0	13

49	CCOC(=O)C1CCCN(S(=O)(=O)c2cc(Br)cc3c2N(C(C)=O)CC3)C1 (stereo not given)
50	CCOC(=O)c1sc(NC(=O)C2CCC2)cc1C
51	CN1CCN(C(=O)/C(=C/c2cn(C)c3ccccc23)NC(=O)c2ccccc2)CC1
52	CCn1cc(C(=O)N2CCCC(CO)(Cc3ccccc3C)C2)cn1 (stereo not given)
53	COc1ccc(-c2cc3ccc(OCC(C)=O)cc3oc2=O)cc1
54	O=S(=O)(c1ccc(Cl)nc1)N1CCN(Cc2ccc3c(c2)OCO3)CC1
55	CCOC(=O)c1sc(N)c(C#N)c1CSc1nnc(C2CC2)n1N
56	O=C(ON=C1CCN(S(=O)(=O)c2ccccc2)CC1)c1cccc(Cl)c1

compound no.	49	50	51	52	53	54	55	56
mIAP block	-4	-2	-4	-6	2	6	5	3
tim10-1 inh	16	44*	0	24	-9	11	-14	66*
APOBEC3A inh	-1	-3	-5	-6	1	2	-2	-2
TIM10 inh	2	55*	12	-6	-6	17	1	47*
A3G deaminase	-3	-4	-2	-8	0	5	0	-3
mIAP activ	1	1	1	1.1	0.98	0.94	0.95	0.97
NLRP3 yeast inh	21	20	15	2	31	26	8	-10
MIN6 prolif	3	-1	0	1	-3	-4	1	0
hIAP inh	10	4	-33	-17	-36	-18	7	4

57	Cc1cc(=O)oc2cc(OCC(=O)N3CCN(c4ccc(F)cc4)CC3)c(Cl)cc12
58	O=C(CCC1CCCC1)Nc1ccc(OCC(=O)N2CCOCC2)cc1
59	O=[N+]([O-])c1ccccc1/C=N/N1CCN(Cc2ccccc2)CC1
60	Fc1cccc(/C=N/Nc2ccc3ccccc3n2)c1
61	O=C(N/N=C/c1ccc(OCc2ccccc2)cc1)c1cccs1
62	N#CC1=C(N)Oc2n[nH]c(-c3cccs3)c2C1c1ccccc1C(=O)O (stereo not given)
63	CC(C)Cn1c(-c2ccc(F)cc2)n[nH]c1=S

compound no.	57	58	59	60	61	62	63
mIAP block	2	-9	3	10	2	0	6
tim10-1 inh	4	7	20	-2	-16	11	11
APOBEC3A inh	1	6	-4	-2	1	-4	-7
TIM10 inh	10	-3	8	5	-8	-14	18
A3G deaminase	4	2	-7	-5	0	-5	41*
mIAP activ	0.98	1.1	0.97	0.9	0.98	1	0.94
NLRP3 yeast inh	9	-8	11	20	15	-5	0
MIN6 prolif	2	-4	2	-3	-2	1	2
hIAP inh	-4	-4	-1	2	6	0	25

Full records, looked up by structure. Order of screens: mIAP block, tim10-1 inh, APOBEC3A inh, TIM10 inh, A3G deaminase, mIAP activ, NLRP3 yeast inh, MIN6 prolif, hIAP inh
Listed for O=[N+]([O-])c1ccccc1/C=N/N1CCN(Cc2ccccc2)CC1 = 3, 20, -4, 8, -7, 0.97, 11, 2, -1
Listed for O=C(N/N=C/c1ccc(OCc2ccccc2)cc1)c1cccs1 = 2, -16, 1, -8, 0, 0.98, 15, -2, 6
Listed for N#CC1=C(N)Oc2n[nH]c(-c3cccs3)c2C1c1ccccc1C(=O)O (stereo not given) = 0, 11, -4, -14, -5, 1, -5, 1, 0
Listed for Cc1cc(=O)oc2cc(OCC(=O)N3CCN(c4ccc(F)cc4)CC3)c(Cl)cc12 = 2, 4, 1, 10, 4, 0.98, 9, 2, -4

Screens as filed in PubChem.
